# Compound activity from PubChem BioAssay.
# bub3 = NCI yeast anticancer drug screen, S. cerevisiae bub3 mutant strain | % growth inhibition at 50 µM | 9.9% of 78,000 active;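 note: 0% = growth of vehicle-only cultures of the same strain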
#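 Whole-cell yeast assay. The mutant strain was incubated with compounds, and growth inhibition was determined by comparison with vehicle-treated cells.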
# yeast rad50 = NCI yeast anticancer drug screen, S. cerevisiae rad50 strain | 10% of 79,000 active | AID 155 | growth inhibition, % at 50 µM;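 note: 0% = growth of vehicle-only cultures of the same strain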
#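 Yeast carrying a defined DNA repair defect were exposed to test compounds, and growth was compared with vehicle-treated controls to give percent inhibition.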
# cln2 rad14 = NCI yeast anticancer drug screen, S. cerevisiae cln2 rad14 strain; growth inhibition, % at 50 µM; 8.3% of 78,000 active;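 note: 0% = growth of vehicle-only cultures of the same strain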
#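 cln2 rad14 yeast strain; compound exposure; growth inhibition read vs vehicle controls.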
# yeast sgs1 mgt1 = NCI yeast anticancer drug screen, S. cerevisiae sgs1 mgt1 strain; 10% of 78,000 active; % growth inhibition at 50 µM; AID 161;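 note: 0% = growth of vehicle-only cultures of the same strain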
#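 Growth of a repair-deficient yeast mutant was monitored after compound treatment and expressed as inhibition relative to vehicle-treated cultures.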
# yeast mec2-1 = NCI yeast anticancer drug screen, S. cerevisiae mec2-1 strain | % growth inhibition at 50 µM | 9% of 79,000 active;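 note: 0% = growth of vehicle-only cultures of the same strain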
#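 Vehicle-treated cultures served as reference for growth inhibition of compound-exposed mec2-1 yeast.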
# yeast mlh1 rad18 = NCI yeast anticancer drug screen, S. cerevisiae mlh1 rad18 strain; growth inhibition, % at 50 µM; 11% of 79,000 active; AID 175;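 note: 0% = growth of vehicle-only cultures of the same strain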
#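 Vehicle-treated cultures served as the reference for growth inhibition in a yeast strain carrying DNA damage repair alterations exposed to each compound.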
# * = called active by the depositor; · = not tested or not shown. Cut-off read from the data, not from the text of the source: active = growth inhibition above about 70%; inactive = the rest.
SMILES,bub3,yeast rad50,cln2 rad14,yeast sgs1 mgt1,yeast mec2-1,yeast mlh1 rad18
Cc1nc2c(sc(=S)n2-c2ccccc2)c2nc3ccccc3n12,-2.5,-9.3,-1.2,7.7,-15.7,-20.6
CCCC(CC)C(=O)NC(N)=O (stereo not drawn),-20.2,-7.2,-8.6,-7.8,-5.9,8.7
COc1ccc(NC(=O)NC(C)(C)C)c(OC)c1,20.1,0.1,-1.9,-1.8,19.0,26.4
O=C(O)C#Cc1ccc(Br)o1,-7.0,-7.4,-41.4,-2.8,-10.4,7.6
CCCCCCCCC(Sc1n[nH]c(=O)[nH]c1=O)C(=O)OCC (stereo not drawn),88.5*,85.5*,84.8*,91.6*,89.7*,89.5*
COC(=O)c1s/c(=N\C(=S)N(C)C)n(-c2ccc(Cl)cc2)c1C(=O)OC,-21.9,-0.4,-40.1,-4.1,2.2,-3.2
O=C(Nc1ccc2c3c(ccc(C(=O)O)c13)CC2)c1ccccc1,-13.4,12.2,3.5,10.0,16.4,27.4
CCCCCCCCCCCCn1c2nc(=O)[nH]c(=O)c-2nc2ccccc21,-0.2,-3.4,4.2,-8.2,3.8,-26.1
COc1ccc(N(C(=O)NCCO)c2ccccc2)cc1,-2.3,-3.8,14.6,14.9,-15.8,26.7
O=C(O)c1ccccc1C(=O)NNC(=O)c1ccccc1C(=O)O,·,4.7,·,·,-5.3,-13.6
c1csc(C2=NCCC2)c1,31.6,0.3,36.5,6.3,-6.7,3.3
CCCCOC(=O)NC(=O)c1cn(CCSCCOC(=O)NCCCCCCNC(=O)OCCSCCn2cc(C(=O)NC(=O)OCCCC)c(=O)[nH]c2=O)c(=O)[nH]c1=O,-15.9,-15.2,2.1,-9.6,-12.5,-15.4
O=C1OC(c2ccccc2)CC1N1CCCCC1 (stereo not drawn),11.7,4.0,-11.1,13.6,-0.3,-8.3
Cn1c2ccccc2n2c(=O)c(-c3ccc(Cl)cc3)nnc12,-11.2,-5.0,-6.2,-5.2,10.9,-35.4
Cc1c2c(c(C)c3c1C(=O)c1cc4c(cc1C3=O)OCO4)OC(C)(C)O2,11.6,14.3,8.9,21.4,0.3,23.1
CC(=O)N(CC(=O)O)Cc1ccccc1,7.3,-0.1,-46.3,-10.8,1.3,-7.2
N=C(N)S/C=C(/F)C(F)(F)CBr,7.8,-5.5,-57.0,0.6,5.7,-9.2
COc1cc(N=CN(C)C)c2ncccc2c1,40.5,1.4,4.7,35.2,1.0,29.8
CCOC(CN1CCCCC1)OCC,-1.6,-7.8,8.7,17.1,-7.6,6.7
NC(=S)NCCN1CCOCC1,2.2,-8.8,-15.7,-1.9,-6.0,10.0
OC(Cc1nc2ccccc2s1)c1ccco1 (stereo not drawn),6.8,-18.9,-3.6,-9.4,10.8,-9.7
C=CCC(O)c1ccc(OC)c(OC)c1 (stereo not drawn),3.4,2.5,-19.1,-6.3,-3.3,0.6
O=C(O)/C=C/C(=O)Nc1cc2c(cc1Br)-c1ccccc1C2O (stereo not drawn),1.2,-2.8,14.1,14.3,12.5,34.0
NC(=O)C1(c2cccs2)CCCC1,-12.3,4.9,-26.1,6.5,3.4,26.2
O=[N+]([O-])c1ccc2c3c(ccc([N+](=O)[O-])c13)CC2,-18.4,-9.3,-29.2,-6.8,-13.3,-18.3
O=C(OCc1ccccc1)C1(N2CN(C3(C(=O)OCc4ccccc4)CCCC3)CN(C3(C(=O)OCc4ccccc4)CCCC3)C2)CCCC1,13.5,-8.1,16.9,2.2,-5.7,2.1
CCCN(CCC)CC(O)c1cc(-c2ccc(Cl)cc2)nc2c(C)c(Cl)ccc12 (stereo not drawn),97.4*,98.4*,97.6*,98.5*,98.9*,98.7*
c1cc2ccc1C1NCCCN1CCN1CCCNC1c1ccc(cc1)C1NCCCN1CCN1CCCNC21 (stereo not drawn),4.1,-8.3,53.2,-2.0,-22.6,-31.4
CCC1(O)CC2CN(CCc3c([nH]c4ccccc34)C(C(=O)OC)(c3cc4c(cc3OC)N(C=O)C3C(O)(C(=O)OC)CC5(CC)C=CCN6CCC43C65)C2)C1 (stereo not drawn),14.7,5.8,5.2,8.2,1.5,-6.1
NNC(=O)c1cccc(C(=O)NN)c1,9.5,-5.5,-0.7,9.5,-15.6,-16.6
NC(=O)Cc1ccncc1,-2.7,6.0,-9.9,-4.0,-2.9,1.6
COc1cc(/C=N/NC(=O)C(=O)Nc2cccc(Cl)c2)cc(OC)c1O,-17.4,-31.6,-23.4,-10.9,-40.2,-21.4
CN1CCc2cc3c(cc2C(=O)Cc2ccc4c(c2CO1)OCO4)OCO3,5.5,7.2,0.1,-5.7,-15.8,-4.7
O=C(c1ccccc1)c1cccc2cccc(C(=O)c3ccccc3)c12,6.5,3.2,6.0,-7.7,11.7,-27.6
COC(=O)c1c2c(C)ccc(C)c2nc2c(C)ccc(C)c12,22.7,-5.6,-15.3,-2.0,-41.0,-41.0
CC(C)CC(C)(N)C(=O)O (stereo not drawn),2.6,4.9,-19.0,-10.4,-4.0,7.8
COc1c(Cl)cc(Cl)cc1S(=O)O,-10.1,-7.5,17.1,-16.4,-0.6,-21.2
CCOc1ccc2nc(NC(=O)C(=O)C(C(=O)c3ccccc3F)C3OC(=O)c4ccccc43)sc2c1 (stereo not drawn),-1.2,10.9,22.6,2.6,9.0,7.0
CCCCCCNC(=O)c1ccc(C(=O)NCCCCCC)cc1,6.0,3.4,-19.5,-27.0,-13.3,-31.9
COc1ccc2c(c1)CC[C@@H]1[C@@H]2CC[C@]2(C)[C@H](S)CC[C@@H]12,18.1,-3.5,-41.0,21.4,-15.7,-7.3
O=S(CCCl)c1ccccc1 (stereo not drawn),-7.0,-8.3,10.4,3.4,-13.2,4.9
Nc1nc(-c2ccc3c(ccc4ccccc43)c2)cs1,47.7,7.6,-46.3,18.2,15.5,28.2
Cc1ccc(Cc2n[nH]c(=O)[nH]2)cc1,-26.3,-28.9,-2.5,-35.7,-45.1,-31.6
Cc1nc2ccccc2c(=O)n1C(C)(C)CCl,30.3,10.1,-14.7,11.1,30.6,19.9
O=C(Nc1ccccn1)c1cc(N2CCOCC2)ccn1,22.9,9.3,27.6,-4.7,-3.6,-3.4
SCC(CS)=C(CS)CS,45.1,48.1,-9.6,48.8,42.9,30.6
O=[N+]([O-])c1ccc(S(=O)(=O)Nc2cc(Cl)c(Cl)cc2[N+](=O)[O-])cc1,35.8,47.0,21.9,22.9,13.2,56.3
O=C1CSC(c2cccc(Cl)c2)N1c1ccc(-c2ccc(-n3c(-c4ccccc4)nc4ccccc4c3=O)cc2)cc1 (stereo not drawn),86.8*,66.8,41.6,43.2,68.5,85.1*

# Compound profiles (already shown). Order of values: bub3 | yeast rad50 | cln2 rad14 | yeast sgs1 mgt1 | yeast mec2-1 | yeast mlh1 rad18
# `CCCCCCCCC(Sc1n[nH]c(=O)[nH]c1=O)C(=O)OCC` (stereo not drawn) as listed: 88.5* | 85.5* | 84.8* | 91.6* | 89.7* | 89.5*
# `C=CCC(O)c1ccc(OC)c(OC)c1` (stereo not drawn) as listed: 3.4 | 2.5 | -19.1 | -6.3 | -3.3 | 0.6

# (list continues)
SMILES,bub3,yeast rad50,cln2 rad14,yeast sgs1 mgt1,yeast mec2-1,yeast mlh1 rad18
O=[N+]([O-])c1ccc(/C=C/C(CCN2CCOCC2)=N/O)cc1,17.6,12.8,0.1,18.4,-11.9,11.9
CN(c1ccccc1Cl)S(C)(=O)=O,·,-4.2,·,·,-42.6,-0.2
CCN(CC)CCNC1=CC(=S)NC(C)(C)C1,-1.9,-13.7,-4.2,-2.6,10.6,-6.0
NC(=O)c1cn[nH]c1N,-3.4,4.0,-29.6,14.2,6.2,0.6
CC(=O)CCC(=O)CC(O)(C(F)(F)F)C(F)(F)F,7.3,16.1,26.8,24.6,25.9,6.2
CC[C@@]12N=C(N(C)C)C[C@]1(O)ON=C2C,-1.0,4.5,-3.0,-9.4,-10.9,-21.1
COc1ccccc1NC(=S)/N=C/c1c(O)cc(C)oc1=O,-53.0,-27.1,-3.0,-24.4,-23.6,-0.5
Cc1ccccc1-c1c2ccccc2cc2ccccc12,-0.3,1.8,29.1,-8.2,2.6,-19.8
CCC(=O)C1(C)OC1C(C)CC(C)C1OC(=O)CC2(O)CC=C(C)C(O2)/C(C)=C/CCCC(OC2CC(OC(N)=O)C(O)C(C)O2)/C=C/C(C)C(O)C1C (stereo not drawn),85.2*,78.0*,84.5*,82.5*,83.5*,83.2*
CCN(CC)CCCNc1ccc(-c2cc(OC)cc3cccnc23)cc1,6.0,-6.0,-14.1,-0.1,-17.1,4.4
O=C(CNS(=O)(=O)Cc1ccccc1)NNc1ccccc1,69.3,75.8*,60.0,63.6,62.5,40.1
CN(Cc1ccc(Cl)cc1)N=Nc1ccc(C(=O)O)cc1,16.6,-5.5,25.8,24.7,4.4,24.6
Cc1nc(N=C(N)N)nc2ccccc12,2.6,3.4,16.8,10.7,-8.4,14.2
CCOC(=O)c1c(/N=C/c2ccc(N(C)C)cc2)sc2c1CCCC2,17.8,14.2,23.6,17.3,13.8,5.8
NC(=O)CCSC(=S)N1CCOCC1,-1.9,-8.6,29.1,-8.3,-16.6,-17.4
C/C(=N\NC(N)=S)c1cc(C)c(C)cc1C,-8.0,34.3,17.2,50.0,5.5,65.8
CC(=O)OCC(OC(C)=O)C(OC(C)=O)c1cnn(-c2ccccc2)n1 (stereo not drawn),24.6,12.6,17.7,2.5,-1.5,22.0
COc1ccc(OC)c(CSc2ccc(OC)c(OC)c2)c1,57.9,18.7,13.8,43.8,31.9,33.0
CC(=O)c1ccc2c(c1)CCCC2,-4.2,46.8,-32.1,9.1,-12.8,-1.2
Cc1c2cc[n+](Cc3ccc(I)cc3)cc2c(C)c2c1[nH]c1ccccc12,83.3*,85.5*,86.0*,85.8*,87.2*,89.8*

# Entries above that contain an aryl methoxy group, in the order listed:
SMILES,bub3,yeast rad50,cln2 rad14,yeast sgs1 mgt1,yeast mec2-1,yeast mlh1 rad18
COc1ccc(NC(=O)NC(C)(C)C)c(OC)c1,20.1,0.1,-1.9,-1.8,19.0,26.4
COc1ccc(N(C(=O)NCCO)c2ccccc2)cc1,-2.3,-3.8,14.6,14.9,-15.8,26.7
COc1cc(N=CN(C)C)c2ncccc2c1,40.5,1.4,4.7,35.2,1.0,29.8
C=CCC(O)c1ccc(OC)c(OC)c1 (stereo not drawn),3.4,2.5,-19.1,-6.3,-3.3,0.6
CCC1(O)CC2CN(CCc3c([nH]c4ccccc34)C(C(=O)OC)(c3cc4c(cc3OC)N(C=O)C3C(O)(C(=O)OC)CC5(CC)C=CCN6CCC43C65)C2)C1 (stereo not drawn),14.7,5.8,5.2,8.2,1.5,-6.1
COc1cc(/C=N/NC(=O)C(=O)Nc2cccc(Cl)c2)cc(OC)c1O,-17.4,-31.6,-23.4,-10.9,-40.2,-21.4
COc1c(Cl)cc(Cl)cc1S(=O)O,-10.1,-7.5,17.1,-16.4,-0.6,-21.2
COc1ccc2c(c1)CC[C@@H]1[C@@H]2CC[C@]2(C)[C@H](S)CC[C@@H]12,18.1,-3.5,-41.0,21.4,-15.7,-7.3
COc1ccccc1NC(=S)/N=C/c1c(O)cc(C)oc1=O,-53.0,-27.1,-3.0,-24.4,-23.6,-0.5
CCN(CC)CCCNc1ccc(-c2cc(OC)cc3cccnc23)cc1,6.0,-6.0,-14.1,-0.1,-17.1,4.4
COc1ccc(OC)c(CSc2ccc(OC)c(OC)c2)c1,57.9,18.7,13.8,43.8,31.9,33.0
